# High-throughput results deposited in PubChem by several laboratories.
# STAT3 blocker: STAT3 signaling inhibition; U3A cells, IL-6 STAT3-luciferase reporter, luminescence; host cell line lacks STAT1; inhibition, % at 5.5 µM; hit rate 0.89% among 190,000;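 active = inhibition above the mean inhibition across all screened compounds plus 3 SD, cut at about 44% in these data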;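 also: 0% = DMSO only wells and 100% = 100 µM nifuroxazide control wells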
# STAT1 act: increases IFN-gamma driven STAT1 reporter signal | NIH 3T3 STAT1-luciferase reporter, luminescence; 100% = IFN-gamma alone, no compound | hit rate 2.6% among 200,000 | activation (% of control), % at 5.5 µM;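 active = activation above the screen-wide mean activation plus 3 SD, cut at about 130% in these data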;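 also: raw ratio to IFN-gamma control signal so 100% means no change and 0% no light; values of inactives mirror those of a sister screen read the other way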
# NF-kB expr up: compounds increasing NF-kB expression in human neuronal cells; NF-kB reporter expression; stronger effect = higher value; fold change at 12.5 µM; hit rate 1.6% among 190,000; in the data active = fold change above about 3.3
# FLuc act counter: firefly luciferase counter-screen for stimulation assays; P08659; ATPlite luciferase biochemical, luminescence, 10 min; 0 = ATP-free wells, 1 = DMSO control; activation factor at 10 µM; 200,000 tested, under 10 active;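 active = luciferase activation factor, scaled between plate controls, of at least 2 with compound at 10 µM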
# Target sequence (P08659 whole entry, looked up): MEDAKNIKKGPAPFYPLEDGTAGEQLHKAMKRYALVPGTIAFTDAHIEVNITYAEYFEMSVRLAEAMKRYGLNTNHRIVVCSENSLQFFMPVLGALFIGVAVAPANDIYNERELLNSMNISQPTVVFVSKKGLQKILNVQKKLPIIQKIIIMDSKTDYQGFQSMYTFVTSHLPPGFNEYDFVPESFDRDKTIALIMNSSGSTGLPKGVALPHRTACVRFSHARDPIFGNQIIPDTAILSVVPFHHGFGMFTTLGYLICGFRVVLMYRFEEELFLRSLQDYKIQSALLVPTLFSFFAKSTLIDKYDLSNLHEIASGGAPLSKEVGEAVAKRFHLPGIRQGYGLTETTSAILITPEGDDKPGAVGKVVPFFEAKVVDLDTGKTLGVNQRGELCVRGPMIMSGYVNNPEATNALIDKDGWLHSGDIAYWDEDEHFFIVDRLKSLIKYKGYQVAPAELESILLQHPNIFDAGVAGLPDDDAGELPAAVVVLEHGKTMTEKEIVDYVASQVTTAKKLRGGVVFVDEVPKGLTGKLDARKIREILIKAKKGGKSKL
#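 Material: Luciferase/luciferin reagent mix | Doses: Test compounds dosed from 2 mM stocks in 100% DMSO | Timing: 10 min incubation after luciferase reagent addition, room temperature | Measured by: Luminescence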
# STAT3 activator: STAT3 signaling activation; activation (% of control), % at 5.6 µM; hit rate 0.91% among 190,000; U3A cells, IL-6 STAT3-luciferase reporter, luminescence; 100% = signal with IL-6 EC80 alone;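 active = activation above the screen-wide mean of compound activation plus 3 SD, cut at about 130% in these data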;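 also: 0% = background luminescence of wells with medium and substrate only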
#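 Material: STAT3-luciferase reporter U3A cells. Controls: IL-6-treated wells, 100% activation. Read-out: % activation versus median of IL-6-stimulated wells. Probe or stimulus: IL-6 stimulus at 33 ng/mL final. Timing: compound 1 h, then IL-6 6 h at 37 °C. Signal: reporter luminescence signal.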
# STAT1 inh: STAT1 signaling inhibition. AID 920. NIH 3T3 STAT1-luciferase reporter, IFN-gamma, luminescence. hit rate 0.35% among 200,000. inhibition, % at 5.5 µM;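 active = inhibition above a set limit, the mean inhibition across all tested compounds plus 3 SD, cut at about 34% in these data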;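 also: 0% = IFN-gamma with DMSO and 100% = IFN-gamma with 300 µM nifuroxazide; values of inactives mirror those of a sister screen read the other way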
# ROMK primary: modulates human ROMK potassium channel activity; B-score at 10 µM; P48048; Tet-inducible ROMK, thallium flux fluorescence; actives lie on both sides; hit rate 2% among 130,000;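 active = signal ratio slope over the read window, or its plate-corrected B-score, at least 3 SD from the plate mean, either direction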;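 also: B-score of the F/F0 ratio slope over 7 to 12 s after thallium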
# Target sequence (P48048 whole entry, looked up): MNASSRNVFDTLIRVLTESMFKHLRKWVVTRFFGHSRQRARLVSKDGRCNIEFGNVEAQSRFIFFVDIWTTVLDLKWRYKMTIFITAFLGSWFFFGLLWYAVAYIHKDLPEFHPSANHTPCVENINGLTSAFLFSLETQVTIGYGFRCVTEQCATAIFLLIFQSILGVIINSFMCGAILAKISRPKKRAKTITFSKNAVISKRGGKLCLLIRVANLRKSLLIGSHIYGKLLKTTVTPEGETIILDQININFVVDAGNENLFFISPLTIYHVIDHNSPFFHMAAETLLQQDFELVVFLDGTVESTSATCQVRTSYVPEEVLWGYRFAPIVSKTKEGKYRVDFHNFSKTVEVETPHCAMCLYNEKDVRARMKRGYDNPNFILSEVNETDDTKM
# FLuc inhib CS: Photinus pyralis luciferase inhibition counter-screen; inhibition, % at 10 µM; hit rate 1.5% among 200,000; ATPLite firefly luciferase biochemical luminescence, 10 min; P08659;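 active = inhibition above about 50% when tested at 10 µM, limit read from the data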
# APP transl inh: APP translation inhibition. SH-SY5Y APP 5'UTR-luciferase reporter, luminescence. inhibition, % at 2 µM. hit rate 0.82% among 190,000;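 active = inhibition above a set limit, derived from the sample mean plus 3 SD, cut at about 45% in these data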; also: values of inactives mirror those of a sister screen read the other way
# APP 5'UTR act: activates APP 5'UTR luciferase reporter. SH-SY5Y APP 5'UTR luciferase reporter, luminescence; zero percent = DMSO vehicle wells. activation, % at 2 µM. hit rate 1% among 190,000;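 active = activation above a set limit, based on mean plus 3 SD of controls, cut at about 140% in these data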; also: values of inactives mirror those of a sister screen read the other way
# An asterisk follows results filed as active; nt = no result given. Rows were taken by chance (roughly 7.1% active in at least one column).
Structure	STAT3 blocker	STAT1 act	NF-kB expr up	FLuc act counter	STAT3 activator	STAT1 inh	ROMK primary	FLuc inhib CS	APP transl inh	APP 5'UTR act
Cc1nn(Cc2ccc(Cl)c(Cl)c2)c(C)c1NC(=O)c1sc2ccccc2c1Cl	0	89	1	1	100	12	-0.79	4	29	-29
COc1cc(OC)c(NC(=S)NCc2ccccc2)cc1Cl	3	106	0.85	1	102	-9	-1.2	-3	3	-3
COc1ccccc1C(=O)NNC(=O)C(=O)NCc1ccccc1	0	101	1.1	1	105	-1	1.1	-4	5	-5
O=C(Nc1cccc2c1C(=O)NC2=O)c1cccc(N2C(=O)CCC2=O)c1	17	99	1	1.1	90	0	0.81	-5	0	0
Cc1ccc(-n2c(C)nn(Cc3ccc([N+](=O)[O-])cc3)c2=O)cc1	4	95	1.1	1.1	101	2	-0.3	-6	13	-13
CCc1ccc(NC(=O)CSc2nnc(Cc3cccn3C)n2-c2ccc(OC)cc2)cc1	6	98	0.84	1	100	3	nt	-5	-3	3
c1csc(C(c2nnnn2C2CCCCC2)N2CCN(c3nc4ccccc4s3)CC2)c1 (stereo unspecified)	8	105	0.94	1.1	97	-5	-1.2	-5	5	-5
COCc1cc(C)nc2sc(C(=O)N3CCN(c4ccccc4)CC3)c(N)c12	-5	103	1	1	108	-4	nt	-2	13	-13
COc1ccc(C)cc1S(=O)(=O)N1CCCC(C(=O)NCC2CCCO2)C1 (stereo unspecified)	5	98	1.1	1	98	2	nt	-1	-4	4
C=C(C)c1cccc(C(C)(C)NC(=O)N2CCC(C)CC2)c1	4	100	0.78	1.1	102	0	0.09	-8	4	-4
CC(C)CN(Cc1c(O)ccc2c3c(c(=O)oc12)CCC3)CC(C)C	4	101	0.94	1	100	-1	nt	-3	-4	4
CCOC(=O)Cc1csc(N/N=C\c2cccc(Br)c2)n1	-33	99	1.6	1	126	1	nt	0	5	-5
COc1cccc(/C=N/NC(=O)c2[nH]nc3c2CCc2ccccc2-3)c1O	8	101	1.2	0.7	93	-1	nt	29	80*	-80
Cc1ccc(C(=O)NCC(=O)N/N=C/c2cccs2)cc1C	12	102	0.98	1	96	-2	0.97	-3	-4	5
Cc1cc(/C=C2\C(=N)N3N=C(S(C)(=O)=O)SC3=NC2=O)c(C)n1Cc1ccccc1	9	94	1.1	1	96	3	-0.29	2	10	-10
CSc1nsc(NC(=O)Cc2ccccc2)n1	0	114	1.2	1	103	-15	-0.74	0	-8	8
COc1ccc(CCNc2nc(-c3ccco3)cc(C(F)(F)F)n2)cc1OC	9	107	0.73	1.1	97	-7	-0.32	-5	0	0
CCOc1ccc(N2C(=O)C(CC(=O)Nc3ccc(F)cc3)N(Cc3ccccn3)C2=S)cc1 (stereo unspecified)	-8	114	1.2	1.1	109	-17	0.015	-6	18	-18
COc1ccc2nc(SCC(=O)NCc3ccc4c(c3)OCO4)[nH]c2c1	4	88	1.1	1	98	12	-0.25	-4	-29	29
CC(=O)NCCC(=O)Nc1ccc(F)cc1C	1	103	1.1	1.1	102	-3	nt	-8	-1	1
Cc1ccc2c(c1)NC(=O)C(CC(=O)NCCCN1CCCCC1C)O2 (stereo unspecified)	11	102	1.2	1	98	-2	nt	-3	14	-14
O=C(CCC1(C(=O)O)CCC(=O)NC1)NCc1ccccc1 (stereo unspecified)	11	113	1	1.1	99	-15	nt	-7	-1	1
CCC(=O)Nc1ccc(N2CCOCC2)c(S(=O)(=O)Nc2ccc(OC)cc2)c1	11	99	1.3	1	97	-1	0.083	0	-9	9
Cc1c(C2C(C#N)=C(N)N(c3ccccc3C#N)C3=C2C(=O)CCC3)cnn1C (stereo unspecified)	6	106	0.96	1	95	-7	0.42	-4	6	-6
O=C1/C(=C/c2cccc(F)c2)CSc2sccc21	0	103	1	1	101	-4	nt	-1	2	-2
O=C(O)c1cn(Cc2ccccc2)nc1-c1cccnc1	2	100	0.89	1.1	100	-1	-0.91	-7	-36	36
CCCN(CCC)S(=O)(=O)c1ccc(C(=O)Nc2nc(-c3ccccc3)c(C(=O)OCC)s2)cc1	-7	92	1.1	1.1	101	8	nt	-9	-6	6
COc1ccc(NC(=O)CC2C(=O)N(c3cccc(OC)c3)C(=O)N2Cc2ccco2)cc1 (stereo unspecified)	2	107	1.2	1	100	-8	0.93	-3	-4	3
S=C(NCc1ccco1)NC1CCCc2ccccc21 (stereo unspecified)	5	77	1.1	1.1	99	23	0.18	-10	-1	1
Cc1[nH]c(=O)[nH]c(=O)c1S(=O)(=O)N1c2ccc(F)cc2CCC1C (stereo unspecified)	1	101	0.97	1.1	101	-1	nt	-6	2	-2

# APP transl inh, entries above that show a hit
SMILES | STAT1 act | NF-kB expr up | STAT3 activator | STAT1 inh | ROMK primary | APP transl inh | APP 5'UTR act
COc1cccc(/C=N/NC(=O)c2[nH]nc3c2CCc2ccccc2-3)c1O | 101 | 1.2 | 93 | -1 | nt | 80* | -80

# (cont.)
Structure	STAT3 blocker	STAT1 act	NF-kB expr up	FLuc act counter	STAT3 activator	STAT1 inh	ROMK primary	FLuc inhib CS	APP transl inh	APP 5'UTR act
CC1(C)CC(=O)C(CC(=O)NC(=O)NCc2ccccc2)=C(O)C1	2	96	nt	1	102	4	nt	0	-5	5
CCOC(CNC(=O)CCc1c(C)nc2nc(C)nn2c1C)OCC	0	104	1.1	1	101	-4	nt	-3	7	-7
O=C(CCCN1CCC(c2ccccc2)C1)c1ccc2c(c1)OCCO2 (stereo unspecified)	10	95	0.89	1.1	95	6	nt	-6	25	-25
O=C(c1cccs1)n1nc(-c2ccco2)nc1SCc1ccccc1	5	102	1.3	1	96	-5	-0.027	0	8	-8
N#Cc1c(NC(=O)CCn2cnc3ccccc3c2=O)oc(-c2ccccc2)c1-c1ccccc1	4	102	0.79	1.1	100	-2	-1.4	-7	-1	1
O=C(CCCOc1ccc(Cl)cc1)N1CCCCCC1	6	111	1.8	1	98	-15	nt	1	-10	10
CN1CCN(c2ccc(S(=O)(=O)Nc3ccccc3)cc2[N+](=O)[O-])CC1	22	80	1.1	1.1	79	22	nt	-8	14	-14
O/N=C1\CCC\C1=C/c1ccco1	12	110	1.1	1.1	94	-11	nt	-7	-20	20
CCc1ccc(C(=O)NC(=S)Nc2ccc3c(c2)OCCO3)cc1	-3	146*	5.4*	1	107	-50	nt	4	-136	136*
COc1ccc(Cn2c(-c3ccc(OC)cc3)nc3ccccc32)cc1	14	103	0.83	1	89	1	-2.5*	-1	1	-1
COc1cc(NC(=S)NC(=O)c2ccccc2F)ccc1NC(=O)c1cccs1	20	107	1.2	1	88	-10	0.43	0	-4	4
Cc1ccc(-n2sc3ccccc3c2=O)cc1S(=O)(=O)N1CCCCC1	3	91	0.97	0.9	100	10	0.25	10	22	-22
COc1ccc(/C=C2\CC/C(=C\c3ccc(OC)c(OC)c3)C2=O)cc1OC	21	101	1.8	0.3	85	-2	-0.28	66*	44	-44
O=S(=O)(c1ccccc1)c1cccc(S(=O)(=O)N2CCCCC2)c1	10	98	1.1	0.9	97	2	nt	5	-1	1
CCOC(=O)c1nnn(-c2nonc2NC(C)=O)c1C	3	92	1.3	1	101	9	nt	-2	-14	13
COc1cc(/C=N/Nc2ccccc2C(F)(F)F)ccc1O	4	119	nt	1	101	-24	0.63	1	-10	9
Fc1ccccc1C1CCN(Cc2nc(COc3ccccc3)no2)C1 (stereo unspecified)	13	101	1.1	1.1	98	-2	-0.13	-8	-8	8

# Single records, from the list above.
# `CN1CCN(c2ccc(S(=O)(=O)Nc3ccccc3)cc2[N+](=O)[O-])CC1` is entered as STAT3 blocker = 22; STAT1 act = 80; NF-kB expr up = 1.1; FLuc act counter = 1.1; STAT3 activator = 79; STAT1 inh = 22; ROMK primary = nt; FLuc inhib CS = -8; APP transl inh = 14; APP 5'UTR act = -14
# `O=S(=O)(c1ccccc1)c1cccc(S(=O)(=O)N2CCCCC2)c1` is entered as STAT3 blocker = 10; STAT1 act = 98; NF-kB expr up = 1.1; FLuc act counter = 0.9; STAT3 activator = 97; STAT1 inh = 2; ROMK primary = nt; FLuc inhib CS = 5; APP transl inh = -1; APP 5'UTR act = 1

# No new results follow: an excerpt of the list.
Structure	STAT3 blocker	STAT1 act	NF-kB expr up	FLuc act counter	STAT3 activator	STAT1 inh	ROMK primary	FLuc inhib CS	APP transl inh	APP 5'UTR act
COc1ccc(/C=C2\CC/C(=C\c3ccc(OC)c(OC)c3)C2=O)cc1OC	21	101	1.8	0.3	85	-2	-0.28	66*	44	-44
O=S(=O)(c1ccccc1)c1cccc(S(=O)(=O)N2CCCCC2)c1	10	98	1.1	0.9	97	2	nt	5	-1	1
CCOC(=O)c1nnn(-c2nonc2NC(C)=O)c1C	3	92	1.3	1	101	9	nt	-2	-14	13
COc1cc(/C=N/Nc2ccccc2C(F)(F)F)ccc1O	4	119	nt	1	101	-24	0.63	1	-10	9
Fc1ccccc1C1CCN(Cc2nc(COc3ccccc3)no2)C1 (stereo unspecified)	13	101	1.1	1.1	98	-2	-0.13	-8	-8	8
